# S1P2 antag: human S1P2 receptor antagonists, primary screen, cell-based; cell-based S1P2 antagonist assay, inhibition at 5 uM; inhibition, % at 5 µM; hit rate 0.21% among 97,000; AID 736, 2007; in the data active means inhibition above about 45%;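 further: CRE beta-lactamase reporter cells expressing human S1P2 stimulated with S1P; 0% = agonist at EC80 alone and 100% = agonist plus reference antagonist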
# DAT uptake mod: changed hDAT dopamine uptake under cocaine IC80, either direction, primary screen, cocaine antagonist project, cell-based, LLC-PK1 hDAT, [14C]-dopamine uptake, MLSMR; Sodium-dependent dopamine transporter (Homo sapiens), Q01959; LLC-PK1 hDAT cells, [14C]-dopamine uptake with cocaine IC80; actives deviate in either direction; B-score at 10 µM; hit rate 1.3% among 110,000;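 active means Z score or B-score, a plate-position-corrected score, falls beyond the plate's 99.7% confidence bounds, in either direction; inactive means both scores lie inside the 99.7% bounds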;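 further: scored against the spread of the other compound wells on the same plate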
# S1P2 agonist: S1P2 receptor agonists, primary screen, cell-based; hit rate 0.46% among 97,000; activation, % at 4.5 µM; Sphingosine 1-phosphate receptor 2 (Homo sapiens), O95136; S1P2-expressing cell line, agonist reporter read-out; in the data active means activation above about 16%;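 further: 0% = vehicle low control and 100% = maximal reference agonist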
# CYP2C19 act: human CYP2C19 activators, primary screen, biochemical, luminescence. activation factor at 5 µM. 96,000 tested, under 10 active. Cytochrome P450 2C19 (Homo sapiens), P33261. recombinant CYP2C19, luciferin-H EGE luminescence; stronger effect = higher value; 0 = fully inhibited enzyme, 1 = untreated enzyme;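 active means activation factor of at least 2 at 5 µM in the primary screen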;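 further: 0 = wells with 2.5 mM tranylcypromine and 1 = vehicle-only wells; values of inactives mirror those of a sister screen read the other way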
# Target sequence (P33261 whole entry, looked up): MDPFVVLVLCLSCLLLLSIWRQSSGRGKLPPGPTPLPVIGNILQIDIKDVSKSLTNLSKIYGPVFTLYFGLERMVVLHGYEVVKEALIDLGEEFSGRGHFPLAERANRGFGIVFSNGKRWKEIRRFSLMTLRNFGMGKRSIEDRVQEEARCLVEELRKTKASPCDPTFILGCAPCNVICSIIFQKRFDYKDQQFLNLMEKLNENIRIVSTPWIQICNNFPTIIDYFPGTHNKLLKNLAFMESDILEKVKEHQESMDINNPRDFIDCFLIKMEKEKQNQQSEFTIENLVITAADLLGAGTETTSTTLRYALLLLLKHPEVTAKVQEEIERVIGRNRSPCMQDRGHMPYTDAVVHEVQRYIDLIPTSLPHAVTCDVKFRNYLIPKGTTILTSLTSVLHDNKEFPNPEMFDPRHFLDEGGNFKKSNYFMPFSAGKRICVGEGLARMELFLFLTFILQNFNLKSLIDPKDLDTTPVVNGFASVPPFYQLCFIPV
# sEH inh: soluble epoxide hydrolase inhibitors, primary screen, biochemical, human sEH; Bifunctional epoxide hydrolase 2 (Homo sapiens), P34913; recombinant human sEH enzymatic activity assay; inhibition, % at 2 µM; hit rate 0.34% among 91,000; AID 707, 2007; in the data active means inhibition above about 80%; further: values of inactives mirror those of a sister screen read the other way; many of its hits are not listed in these tables
# Target sequence (P34913 whole entry, looked up): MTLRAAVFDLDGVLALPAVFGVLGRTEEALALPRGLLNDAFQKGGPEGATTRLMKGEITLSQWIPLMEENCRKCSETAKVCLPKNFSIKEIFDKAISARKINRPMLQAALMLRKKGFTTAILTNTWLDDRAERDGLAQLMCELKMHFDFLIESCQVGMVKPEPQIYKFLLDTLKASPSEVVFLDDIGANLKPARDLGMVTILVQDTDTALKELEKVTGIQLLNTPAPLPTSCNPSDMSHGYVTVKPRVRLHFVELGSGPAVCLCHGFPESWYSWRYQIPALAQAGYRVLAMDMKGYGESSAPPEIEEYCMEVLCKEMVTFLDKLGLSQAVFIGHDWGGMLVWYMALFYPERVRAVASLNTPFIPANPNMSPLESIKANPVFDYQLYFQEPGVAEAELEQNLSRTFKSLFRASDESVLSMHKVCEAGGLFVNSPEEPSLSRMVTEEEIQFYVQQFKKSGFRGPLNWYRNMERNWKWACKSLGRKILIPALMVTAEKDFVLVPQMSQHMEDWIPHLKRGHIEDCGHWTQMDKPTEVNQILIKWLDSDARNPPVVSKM
# CYP2C19 inh: blockers of cytochrome P450 2C19 activity – biochemical, luminescence, ADME assay, primary screen | P33261 | CYP2C19 Supersomes, luciferin-H EGE luminescence, 30 min | inhibition, % at 5 µM | hit rate 21% among 96,000 | AID 778, 2007;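 active means CYP2C19 inhibition above a set limit at 5 µM in the primary screen, cut at about 50% in these data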;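 further: plate controls were negative control wells for no effect and 2.5 mM tranylcypromine positive control for full effect; values of inactives mirror those of a sister screen read the other way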
# sEH activator: soluble epoxide hydrolase activators, primary screen, biochemical, human sEH. Bifunctional epoxide hydrolase 2 (Homo sapiens), P34913. purified human sEH enzymatic activity, activator screen. activation, % at 2 µM. hit rate 0.04% among 91,000; in the data active means activation above about 37%; further: values of inactives mirror those of a sister screen read the other way
# PostGolgi yeast: phenotypic screen on post-Golgi transport, primary screen | post-Golgi transport phenotypic cell assay | inhibition, % at 10 µM | hit rate 0.9% among 98,000;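 further: yeast cells grown in 1536-well plates; yeast grown about 18 h at 30C before absorbance read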
# PostGolgi ctrl: growth inhibition of yeast control strain, primary screen, counter-screen for post-Golgi transport modulator project. AID 738, 2007. inhibition, % at 10 µM. hit rate 5% among 98,000. efflux-deficient yeast background strain, growth absorbance A615, 16 h
# Starred values were filed as active, the others as inactive; . = not tested or not shown. Unless noted, no stated cut-off is given here; in the data, active means inhibition above about 30%; inactive means the rest.
entry	mol	S1P2 antag	DAT uptake mod	S1P2 agonist	CYP2C19 act	sEH inh	CYP2C19 inh	sEH activator	PostGolgi yeast	PostGolgi ctrl
1	Cc1ccc2c(c1)N(CC(=O)NCc1cccnc1)C(=O)CO2	3	-1.1	-5	.	5	.	-2	.	.
2	O=c1c(-c2ccnn2-c2ccccc2F)cnc2n1CCS2	-17	-0.045	-4	0.4	-9	58*	9	0	-3
3	Cc1cc(NC(=O)CSc2nnc3c(C)cc4cc(C)c(C)cc4n23)no1	-9	-0.019	0	0.6	-6	40	4	0	3
4	CC(C)n1cc(/C=N\NC(=O)c2cc3c(ccc4ccccc43)o2)c2ccccc21	-16	1.2	-6	0.9	-1	11	4	-3	1
5	O=c1c2c3c(sc2nc2n1CCCCC2)CCCC3	.	0.0031	.	0.8	.	20	.	-14	31*
6	CC(=C/c1ccccc1)/C=N/n1c(-c2ccco2)n[nH]c1=S	13	0.036	-7	0.8	10	17	-8	9	33*
7	Cc1cccc(-c2nnc(SCc3nc4ccccc4[nH]3)n2Cc2ccco2)c1	-8	2.3	13	0.5	38	54*	-39	1	26
8	O=C(NCCc1ccccc1)C1CC(c2ccccc2O)=NO1 (centres undefined)	-9	0.41	0	0.1	10	87*	-10	4	17
9	O=C(C1CCC1)N1CCc2cc(S(=O)(=O)N3CCCCC3)ccc21	1	-0.61	-11	0.8	-10	24	13	-9	8
10	Nc1cc2ccccc2oc1=O	-45	0.48	-1	1	8	0	-7	-4	14
11	Cc1cccc(-n2c(O)c(C=Nc3ccccc3N)c(=O)[nH]c2=O)c1	14	-0.05	-3	1	-6	-2	5	13	17
12	Cc1ccc2[nH]c3c(=O)n(CCCN4CCOCC4)cnc3c2c1	-6	0.05	-6	0.3	-16	68*	14	-2	9
13	CC1=NN(Cc2ccccc2)C(=O)C1C(c1ccccc1)C(C#N)C#N (centres undefined)	20	0.48	-12	0.8	2	22	1	-1	4
14	COc1ccc(C2C(C(=O)N3CCN(c4ccccc4F)CC3)c3ccccc3C(=O)N2C)cc1 (centres undefined)	29	0.22	-2	0.7	-6	26	5	-12	2
15	COc1cc(C(=O)Nc2ccccc2-c2nnn(CC(N)=O)n2)cc(OC)c1OC	-15	-1.2	7	1.2	0	-17	2	1	6
16	COC(=O)CSc1nc2ncccc2[nH]1	20	0.59	-2	1.1	2	-14	-3	6	35*
17	CCCCOc1ccc(C(=O)N2CC(C)OC(C)C2)cc1 (centres undefined)	-17	0.41	-1	0.9	-11	6	9	1	5
18	Cc1ccc(C)c(S(=O)(=O)N2CCN(CC(=O)N3CCc4ccccc4C3)CC2)c1	-1	0.3	-2	0.2	1	81*	-2	-6	1
19	O=C(CC1SC2=NCCN2C1=O)Nc1ccc(Br)cc1 (centres undefined)	3	-1.2	-8	.	0	.	2	5	-1
20	COc1ccc(OC)c(C2C(C(=O)c3cccs3)=C(O)C(=O)N2c2cc(C)on2)c1 (centres undefined)	1	0.38	-1	0.8	-3	17	2	18	-2
21	CCOC(=O)c1cnn(CCOC(=O)C(C)(C)C)c1NC(=O)C(C)(C)C	16	0.071	-6	1	-3	-5	1	-1	3
22	CCN1CCN(Cc2ccc(OCc3ccccc3)cc2)CC1	0	0.63	-7	0.9	2	12	1	-13	-2
23	CCc1nc2n[nH]c(N)c2c2c1CCCC2	-14	-0.32	-4	1.1	2	-14	2	1	13
24	CC(C)C1N=C2c3ccccc3N=C(SCc3cc(=O)n4ccccc4n3)N2C1=O (centres undefined)	-4	.	-3	.	-4	.	4	.	.
25	CCOC(=O)N1CCN(CC(O)c2ccc3cc[nH]c3c2)CC1 (centres undefined)	5	0.65	-4	0	.	96*	.	2	3
26	CCN(CCNC(=O)C1CCCN(S(=O)(=O)CC)C1)c1ccccc1 (centres undefined)	12	-0.78	-8	0.6	38	41	-37	-1	6
27	CCc1cccc2c(C=C(C#N)C#N)cn(CC(=O)N3CCCCC3)c12	6	-0.21	-5	1	-3	-1	5	1	6
28	CCC(=O)Nc1c2c(nc3c1CCC3)CCCC2	-1	-0.52	-4	1.2	14	-21	-12	6	-3
29	CCn1c(=N)n(CC(=O)C23CC4CC(CC(C4)C2)C3)c2ccccc21	.	1	.	0.9	.	9	.	2	35*
30	CCn1c(NC(=O)c2ccc(COc3ccc(C)cc3[N+](=O)[O-])o2)nc2ccccc21	-7	-0.69	-7	0.8	1	15	1	0	16
31	N#CC1(C#N)CC(C=O)=C(N)C1(C#N)CC(=O)c1ccc(F)cc1 (centres undefined)	-4	-2.2*	-2	1	0	-5	0	-5	2
32	COc1ccc2[nH]c(=O)c(CN(Cc3ccccc3)Cc3nnnn3CC3CCCO3)cc2c1 (centres undefined)	9	0.14	-1	0.3	.	72*	.	2	5
33	Cc1cc(C)n2[nH]c(=O)c(N=Nc3ccccc3)c2n1	1	-0.2	-5	0.9	4	13	-2	0	3
34	CCOc1cc(CNC2CCCC2)cc(Cl)c1OCc1ccccc1	7	-0.039	-6	0.2	-10	76*	8	3	4
35	N#CC1=C(N)Oc2nc(-c3ccccc3)[nH]c2C1c1cccnc1 (centres undefined)	16	1.8	-6	0.6	0	36	3	21	10
36	CCOC(=O)CNS(=O)(=O)c1cc(-c2n[nH]c(=O)c3ccccc23)ccc1C	6	0.75	-5	0.5	3	50*	-3	-11	5
37	CCOC(=O)C1=C(C)NC(=O)NC1c1ccc(OCC(N)=O)cc1 (centres undefined)	-21	-0.053	-2	.	9	.	-9	.	.
38	Cc1cc(C)c(C#N)c(SC(F)F)n1	12	0.016	-7	1	.	-4	.	-2	9
39	COC(=O)C1CCN(C(=O)c2ccccc2Oc2ccccc2)CC1	3	-0.47	-2	0.2	-5	79*	6	12	12
40	CCCS(=O)(=O)c1c(S(=O)(=O)CCC)c2ccccn2c1C(=O)OC	-6	-0.42	-3	0.8	4	20	-2	1	3
41	CCC(C)N=Cc1c(NCc2ccco2)nc2c(C)cccn2c1=O (centres undefined)	-11	-0.017	-6	0.8	-17	20	17	10	16
42	O=C1CSC(c2cccs2)N1c1ccccc1 (centres undefined)	-2	-1.1	-4	0.5	-14	55*	13	7	-2
43	Cc1nn(-c2ccccc2)c2c1C(O)n1c(nc3ccccc31)S2 (centres undefined)	.	-0.35	.	0.3	.	70*	.	-4	20
44	COc1ccc(S(=O)(=O)Nc2ccc3c(c2)OCO3)cc1C(=O)O	-5	1.2	-3	0.9	-5	11	6	-1	6
45	N#CCN1CCC/C1=C\[N+](=O)[O-]	-5	-0.43	-7	1	-8	4	5	-13	3
46	CCCc1cc(=O)n2[nH]c(Cc3ccccc3)nc2n1	-10	-0.44	-3	1	11	-3	-7	-3	0
47	CCOC(=O)C1=NN(c2ccc(OC)cc2)C(c2ccccc2)CC1=O (centres undefined)	0	-8.6*	-3	.	10	.	-6	.	.
48	Cc1ccc(NS(=O)(=O)c2ccc(NS(=O)(=O)c3cccs3)cc2)cc1	-12	0.59	-2	0.5	17	50	-17	-5	15

# 15 of the compounds above, screen by screen.
[31] N#CC1(C#N)CC(C=O)=C(N)C1(C#N)CC(=O)c1ccc(F)cc1 (centres undefined)
[32] COc1ccc2[nH]c(=O)c(CN(Cc3ccccc3)Cc3nnnn3CC3CCCO3)cc2c1 (centres undefined)
[33] Cc1cc(C)n2[nH]c(=O)c(N=Nc3ccccc3)c2n1
[34] CCOc1cc(CNC2CCCC2)cc(Cl)c1OCc1ccccc1
[35] N#CC1=C(N)Oc2nc(-c3ccccc3)[nH]c2C1c1cccnc1 (centres undefined)
[36] CCOC(=O)CNS(=O)(=O)c1cc(-c2n[nH]c(=O)c3ccccc23)ccc1C
[37] CCOC(=O)C1=C(C)NC(=O)NC1c1ccc(OCC(N)=O)cc1 (centres undefined)
[38] Cc1cc(C)c(C#N)c(SC(F)F)n1
assay / compound | 31 | 32 | 33 | 34 | 35 | 36 | 37 | 38
S1P2 antag | -4 | 9 | 1 | 7 | 16 | 6 | -21 | 12
DAT uptake mod | -2.2* | 0.14 | -0.2 | -0.039 | 1.8 | 0.75 | -0.053 | 0.016
S1P2 agonist | -2 | -1 | -5 | -6 | -6 | -5 | -2 | -7
CYP2C19 act | 1 | 0.3 | 0.9 | 0.2 | 0.6 | 0.5 | . | 1
sEH inh | 0 | . | 4 | -10 | 0 | 3 | 9 | .
CYP2C19 inh | -5 | 72* | 13 | 76* | 36 | 50* | . | -4
sEH activator | 0 | . | -2 | 8 | 3 | -3 | -9 | .
PostGolgi yeast | -5 | 2 | 0 | 3 | 21 | -11 | . | -2
PostGolgi ctrl | 2 | 5 | 3 | 4 | 10 | 5 | . | 9

[39] COC(=O)C1CCN(C(=O)c2ccccc2Oc2ccccc2)CC1
[40] CCCS(=O)(=O)c1c(S(=O)(=O)CCC)c2ccccn2c1C(=O)OC
[41] CCC(C)N=Cc1c(NCc2ccco2)nc2c(C)cccn2c1=O (centres undefined)
[42] O=C1CSC(c2cccs2)N1c1ccccc1 (centres undefined)
[43] Cc1nn(-c2ccccc2)c2c1C(O)n1c(nc3ccccc31)S2 (centres undefined)
[44] COc1ccc(S(=O)(=O)Nc2ccc3c(c2)OCO3)cc1C(=O)O
[45] N#CCN1CCC/C1=C\[N+](=O)[O-]
assay / compound | 39 | 40 | 41 | 42 | 43 | 44 | 45
S1P2 antag | 3 | -6 | -11 | -2 | . | -5 | -5
DAT uptake mod | -0.47 | -0.42 | -0.017 | -1.1 | -0.35 | 1.2 | -0.43
S1P2 agonist | -2 | -3 | -6 | -4 | . | -3 | -7
CYP2C19 act | 0.2 | 0.8 | 0.8 | 0.5 | 0.3 | 0.9 | 1
sEH inh | -5 | 4 | -17 | -14 | . | -5 | -8
CYP2C19 inh | 79* | 20 | 20 | 55* | 70* | 11 | 4
sEH activator | 6 | -2 | 17 | 13 | . | 6 | 5
PostGolgi yeast | 12 | 1 | 10 | 7 | -4 | -1 | -13
PostGolgi ctrl | 12 | 3 | 16 | -2 | 20 | 6 | 3

# Additional results
entry	mol	S1P2 antag	DAT uptake mod	S1P2 agonist	CYP2C19 act	sEH inh	CYP2C19 inh	sEH activator	PostGolgi yeast	PostGolgi ctrl
49	CN=c1scc(C)n1/N=C/c1ccc(O)c(O)c1O	-20	-0.46	0	0.9	3	14	-1	-5	6
50	CC(CC(=O)NC1CCSC1=O)c1ccccc1 (centres undefined)	11	0.25	-4	0.9	-1	15	0	-2	0
51	CCOc1cc2[nH]c(=O)n(CCCCC(=O)NC3CCCCCC3)c(=O)c2cc1OCC	3	2	-8	0.8	59	20	-58	-4	11
52	O=C(Nc1cccnc1)c1ccc(Br)s1	5	0.19	-6	0.7	-4	33	8	-2	6
53	COc1ccccc1C(=O)C(O)c1ccccc1OC (centres undefined)	-19	-0.28	1	0.4	-27	56*	24	-3	-3
54	COc1ccc(NC(C)C(=O)Nc2ccc(C#N)cc2)cc1Cl (centres undefined)	-4	-0.1	-1	0	10	100*	-12	-5	11
55	O=C(O)C1C2C=CC(O2)C1C(=O)Nc1ccc2c(c1)OCCO2 (centres undefined)	.	0.11	.	1.2	.	-19	.	1	14
56	Cn1c(=O)[nH]c(=O)c2c1nc(Br)n2CC(O)COCc1ccccc1 (centres undefined)	14	-0.24	-6	1.1	-2	-7	2	13	-2
57	CCOC(=O)c1c[nH]c2c(Cl)c(Cl)ccc2c1=O	-15	0.78	-2	1	4	-3	-8	-7	9
58	Cc1cc(OC(=O)c2c(Cl)cc(Cl)cc2Cl)nc(C)n1	-7	2.4	-6	0.7	6	26	-6	0	20
59	C/C(=N\O)C(=O)C(CN1CCCCC1)CN1CCCCC1	7	0.74	-6	1.2	-11	-19	8	23	8
60	CCc1ccc2c(c1)C(NC(C)=O)C(=O)N2CC (centres undefined)	24	-0.35	-11	1.1	-10	-7	10	0	2
61	CCCc1[nH]c(=O)c(C#N)c2c1COC(C)(C)C2	-20	0.86	-4	0.3	2	66*	-4	4	7

# Source: PubChem BioAssay
